# High-throughput results from PubChem.
# MBD2 DNA inh: MBD2-methylated oligo binding inhibition; inhibition, % at 4.4 µM; 370,000 tested, 0.31% active; TR-FRET, MBD2 binding to methylated oligonucleotide; Q9UBB5; in the data active = inhibition above about 13%
# rCAG binder: binds r(CAG) RNA repeats; r(CAG) RNA repeat, TO-PRO-1 dye displacement fluorescence; inhibition, % at 3 µM; 370,000 tested, 1.3% active;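 active = inhibition above the plate cutoff, the mean of all test compounds on that plate plus 3 SD, cut at about 35% in these data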;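 note: 0% = DMSO alone and 100% = 100 µM mitoxantrone as full dye displacement; higher means more dye released from RNA so lower well fluorescence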
# UHRF1 binding: human UHRF1 methylated DNA binding inhibitors; 370,000 tested, 0.75% active; UHRF1 binding to methylated oligo, TR-FRET; AID 687016; inhibition, % at 4.4 µM; in the data active = inhibition above about 21%;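 note: UHRF1 SRA domain binding a hemimethylated CpG hairpin DNA probe; 0% = median of test compound wells and 100% = reference inhibitor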
# Rev-erbA mod: Rev-erb alpha (human) modulation; activity, % at 10 µM; Rev-erbα–FITC-DNA binding, fluorescence polarization, 90 min; 370,000 tested, 0.79% active; P20393;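 active = activity above about 14%, limit read from the data; passing the limit was not always enough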;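 note: 0% = DMSO wells with 35 nM protein and 100% = DMSO wells with 750 nM protein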
# Target sequence (P20393 whole entry, looked up): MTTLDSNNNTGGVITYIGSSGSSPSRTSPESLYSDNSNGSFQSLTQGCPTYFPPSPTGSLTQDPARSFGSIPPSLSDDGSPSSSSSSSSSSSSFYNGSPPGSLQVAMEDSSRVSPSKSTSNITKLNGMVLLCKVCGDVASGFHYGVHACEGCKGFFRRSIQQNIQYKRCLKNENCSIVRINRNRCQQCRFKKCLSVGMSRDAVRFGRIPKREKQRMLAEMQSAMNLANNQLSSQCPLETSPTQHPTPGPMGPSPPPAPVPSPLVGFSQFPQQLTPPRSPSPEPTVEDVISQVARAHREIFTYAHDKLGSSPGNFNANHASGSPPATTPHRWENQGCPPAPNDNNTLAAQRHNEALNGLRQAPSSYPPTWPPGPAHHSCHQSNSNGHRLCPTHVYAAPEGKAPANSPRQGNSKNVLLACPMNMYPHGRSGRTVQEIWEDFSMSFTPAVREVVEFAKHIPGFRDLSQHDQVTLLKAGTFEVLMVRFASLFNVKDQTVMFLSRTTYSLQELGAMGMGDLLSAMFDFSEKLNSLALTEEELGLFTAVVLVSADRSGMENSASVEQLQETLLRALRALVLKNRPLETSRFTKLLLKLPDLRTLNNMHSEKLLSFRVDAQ
# mABHD4 FP: inhibits mouse alpha/beta hydrolase domain 4; purified mABHD4, FP-Rh probe fluorescence polarization; inhibition, % at 8.92 µM; 370,000 tested, 0.54% active;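 active = inhibition exceeding the mean over every tested compound plus 3 SD, cut at about 30% in these data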;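 note: 0% = plate median of compound wells and 100% = S159A mutant with DMSO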
# Target sequence (Q8VD66 whole entry, looked up, the tested form may be a part): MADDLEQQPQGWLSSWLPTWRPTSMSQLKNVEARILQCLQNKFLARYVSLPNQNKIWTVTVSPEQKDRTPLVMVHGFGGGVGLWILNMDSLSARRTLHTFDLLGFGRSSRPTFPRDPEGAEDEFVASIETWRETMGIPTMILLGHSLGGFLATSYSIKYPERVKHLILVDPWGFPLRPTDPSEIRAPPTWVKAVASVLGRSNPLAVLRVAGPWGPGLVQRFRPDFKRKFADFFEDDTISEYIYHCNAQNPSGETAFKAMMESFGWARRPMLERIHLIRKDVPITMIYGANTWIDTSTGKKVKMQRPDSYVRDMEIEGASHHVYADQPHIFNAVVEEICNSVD
#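 Material: mouse ABHD4 enzyme, wild type; Benchmarks: S159A mutant high control, sample median low control; Buffer or medium: HEPES pH 7.0, NaCl, Pluronic buffer; Signal: fluorescence polarization; Read-out: percent inhibition of probe binding, normalized to plate controls; Timing: pre-incubation 45 min, probe exposure 60 min, at 25 °C; Dosing: 8.92 µM, single dose.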
# PRMT1 inh: inhibitors of human PRMT1 | Q99873 | recombinant PRMT1, activity-based probe fluorescence polarization | inhibition, % at 2.79 µM | 370,000 tested, 1.3% active;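 active = inhibition above about 21% made by adding two undisclosed values, limit read from the data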
# HTRA1 inh: inhibitors of human serine peptidase HTRA1; recombinant HTRA1, FP-rhodamine activity-based probe, fluorescence polarization; inhibition, % at 5.96 µM; 340,000 tested, 0.5% active; AID 504803; in the data active = inhibition above about 36%;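 note: 0% = enzyme with DMSO and 100% = wells lacking enzyme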
# LEDGF integ inh: blocks HIV-1 LEDGF/p75-dependent DNA integration. TR-FRET IN-LEDGF/p75 DNA integration, Eu/Cy5. inhibition, % at 3.7 µM. 370,000 tested, 0.64% active. AID 743269;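 active = inhibition above the screen-wide mean plus 3 SD, cut at about 13% in these data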;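 note: signal is the Cy5 over europium emission ratio at 671 and 618 nm; 0% = plate median of compound wells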
# TCR-CD3 inh: human TCR-CD3 binding inhibition; TAMRA-labeled TCR probe fluorescence, biochemical; inhibition, % at 9.4 µM; AID 651800; 360,000 tested, 0.37% active; in the data active = inhibition above about 19%;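 note: recombinant mutant TCR 2C K166C tagged with TAMRA read by polarization; 0% = receptor in buffer alone and 100% = receptor with positive control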
# PG9 binder: binds the HIV-1 gp120 antibody PG9; TR-FRET gp120-PG9 antibody binding; inhibition, % at 6.7 µM; 360,000 tested, 0.43% active; in the data active = inhibition above about 8.5%
# Active calls of the source: *; . = not tested or not shown. The list is partial. The share of hits here may be higher or lower than overall.
SMILES,MBD2 DNA inh,rCAG binder,UHRF1 binding,Rev-erbA mod,mABHD4 FP,PRMT1 inh,HTRA1 inh,LEDGF integ inh,TCR-CD3 inh,PG9 binder
CCN(CC)CCn1c2c(c(SCC(=O)Nc3ccc(C)c(F)c3)nc1=O)CCCC2,1,-10,-3,0,-2,-3,0,-2,6,-0.7
O=C(CN1C(=O)NC(c2ccccc2)(c2ccccc2)C1=O)Nc1ccc(N2CCOCC2)cc1,2,4,0,-4,4,-4,3,2,-1,-0.3
CCn1c(/C=C2\C(=O)Nc3ccccc32)nc2ccccc2c1=O,-1,-2,-7,0,7,-1,2,1,1,0.9
COc1cc(CNc2ccc(CNc3ncn[nH]3)cc2)ccc1OCC(=O)NC(C)(C)C,1,-1,-1,8,7,0,4,1,-5,-2.6
Cc1ccc(NC2=C(Cl)C(=O)OC2OC(=O)c2ccco2)cc1 (stereo unspecified),-4,0,0,1,5,1,-3,0,8,-1.3
CC1=C(C(=O)N2CCCCCC2)CC(CC(=O)NC(c2ccccc2)c2ccccc2)C(=O)N1Cc1ccccc1 (stereo unspecified),1,4,2,-4,-1,1,.,0,0,-2.6
COC(=O)c1ccc(COc2ccc(C3C4=C(CCCC4=O)Nc4onc(C)c43)cc2)cc1 (stereo unspecified),-3,5,0,1,-14,1,-19,2,11,0.7
COc1c(F)c(F)c(C(=O)Nc2ccc(NC(=O)c3ccco3)cc2)c(F)c1F,5,3,2,-3,-27,2,-15,-1,-3,-2.3
Cc1cccnc1NC(=O)C(C)Oc1ccccc1 (stereo unspecified),-4,0,1,2,8,2,6,2,-2,-0.1
CCN(CC(=O)Nc1ccc(S(N)(=O)=O)cc1)S(=O)(=O)c1cc(C)ccc1OC,1,9,0,-3,-1,-1,-9,-1,-1,-2.9
O=C(NCC(=O)N1CCN(C(=O)c2ccccc2)CC1)c1ccccc1,-6,-1,-1,-2,3,-1,-3,1,-5,-1.4
O=C(c1ccco1)N1CCN(c2ncccn2)CC1,-5,-1,-1,12,5,0,1,2,-4,1.7
O=C(CN1CCN(S(=O)(=O)c2ccccc2F)CC1)N1CCc2ccccc2C1,-1,-2,3,-2,27,4,1,7,-8,-2.4
CC(C)(C)c1nnc2sc(SCC(=O)c3ccc4c(c3)OCCO4)nn2c1=O,0,4,3,-1,-4,-1,-4,6,-11,-2.6
Cc1cc(=O)[nH]c(SCc2cccc(Br)c2)n1,-3,7,-2,-3,-6,0,-9,-1,4,-1.7
CCOCCCNc1nc(C(F)(F)F)nc2c1nnn2Cc1ccccc1Cl,4,-6,1,-1,-10,2,-16,-5,-3,-1.3
CC#CC(=O)NC1CCCN(C2Cc3ccccc3C2)C1 (stereo unspecified),0,3,3,3,10,6,-3,-2,-3,-0.8
COc1ccc(-c2ccc3c(c2)c(Sc2ccccc2)c(-c2ccccc2)n3C)cc1,-6,0,-3,3,4,1,.,3,0,1.0
O=C(NCCOc1ccc(F)cc1)C1CCC(=O)N(CCc2ccccn2)C1 (stereo unspecified),-4,-4,0,-6,8,-5,9,1,-5,-2.7
N#Cc1ccsc1NC(=O)c1ccc(Cl)c([N+](=O)[O-])c1,0,9,0,-3,13,0,1,1,-3,-1.2
CCCS(=O)(=O)N1CCCC(C(=O)N2CCN(c3ccccc3)CC2)C1 (stereo unspecified),-5,-5,5,0,1,-2,7,-3,4,-0.7
Cc1nc2ccccn2c1C(=O)N=Nc1c(O)[nH]c2ccccc12,-5,4,-8,-5,1,0,-3,1,2,-2.5
CCOc1ccc(NS(=O)(=O)c2ccc(-c3cnc(C4CC4)o3)cc2)cc1,-2,3,8,-7,-7,5,-26,-8,-1,-1.2
O=C1CCC(C(=O)OCC(=O)Nc2cc(Cl)ccc2F)=NN1,-1,3,-2,-3,4,-2,5,-2,-1,-1.5
Cc1cc(NCc2ccccc2)nc(-c2ccccc2O)n1,0,3,1,-3,-11,3,-29,7,-7,1.5
COc1ccc(S(=O)(=O)Nc2cccc3c2O[C@@H](CN(C)Cc2ccc(C(=O)O)cc2)[C@@H](C)CN([C@H](C)CO)C3=O)cc1,-4,21,-2,4,3,-3,0,3,8,0.4
Cc1cc(OC(=O)c2cc(Br)ccc2Cl)c([N+](=O)[O-])c(=O)[nH]1,2,0,-1,1,1,2,3,0,3,1.4
CCc1ccc(C(=O)NNC(=O)CCC2CCCCC2)cc1,-1,0,0,2,-1,0,3,1,-6,0.0
CCOc1ccc(NC(=S)NC(=O)c2c(Br)cnn2C)c([N+](=O)[O-])c1,-2,2,5,4,4,-2,-1,4,-2,-2.2
Cc1nn(CC(=O)NCc2ccccc2F)c(C)c1[N+](=O)[O-],5,-3,-2,-2,-2,-3,9,0,10,-0.2
COc1ccccc1C(=O)N1CCC2CCN(C(=O)c3ccccc3)C2C1 (stereo unspecified),2,-1,3,-1,-5,3,.,1,-12,0.5
CCOc1ccccc1C(=O)NCC(=O)NCCc1ccc(S(N)(=O)=O)cc1,-3,4,2,-7,-10,-2,-4,1,-13,-1.0
COc1ccc(C(=O)Nc2ccncc2)cc1[N+](=O)[O-],-1,1,-1,1,1,-2,3,2,5,0.1
Cc1ccc(NC(=O)c2ccc(Cl)c(N3C(=O)C=CC3=O)c2)cc1,-3,17,-2,4,-20,92*,-70,-5,2,0.4
COc1ccc(CN(C)C(C#Cc2ccccc2)Cc2ccccc2)c(OC)c1 (stereo unspecified),3,1,-2,2,-2,-3,.,-1,.,.
Cc1ccc(S(=O)(=O)CCN2CCC(O)(c3ccccc3)CC2)cc1,0,-6,3,3,1,3,0,-4,-1,0.9
CCc1ccc(C2=NN(c3ccc(S(N)(=O)=O)cc3)C(c3ccc(F)cc3)C2)cc1 (stereo unspecified),2,20,0,1,-33,-1,-25,-2,1,3.1
CCOC(=O)[C@H]1[C@H]2COc3ccc(OC)cc3[C@H]2N2C(=O)CNC(=O)[C@@]12C,-1,-3,0,2,7,2,0,1,7,-0.7
Cc1cc(=O)n(CC(=O)O)c2ccccc12,1,0,0,0,-8,-6,1,3,-1,0.7
CCOc1ccc(S(=O)(=O)NNC(=O)c2cc3ccccc3o2)cc1,-3,5,3,5,-14,-2,3,-3,-2,-0.1
Cn1c(Cn2nnc(-c3ccccc3)n2)nnc1SCc1ccccc1Cl,1,-4,0,1,2,2,-7,-7,-5,1.4
CCCC/C(C)=N/NC(=O)CN(c1ccc(Br)cc1)S(=O)(=O)c1ccccc1,3,3,2,4,6,3,-11,-1,-4,-1.8
Cc1ccc(-n2c(=O)c3sccc3n(CC(=O)NC3CCCCC3)c2=O)cc1,0,1,1,1,-1,6,10,-5,-1,1.7
O=C(CN1CCCCCC1)NCCc1ccc(F)cc1,-3,-1,0,-6,-1,-2,-2,4,2,-0.8
COc1ccccc1N1CCN(C2CCC(C)CC2)CC1 (stereo unspecified),1,-1,3,-3,-4,2,-3,-3,-6,-0.4
CCN(Cc1ccccc1)S(=O)(=O)c1cc(C(=O)NC2CCCCCC2)ccc1OC,-3,0,4,-4,-1,-3,-34,1,1,-0.8
CCOc1ccc(C(=O)CCC(=O)NC2=NCCS2)cc1,-2,10,0,1,-4,0,-13,2,1,-1.0
CCn1cc(CCC(=O)NCc2cccc(OC)c2OC)c2ccccc21,0,-6,-3,3,1,-3,4,-2,4,-0.4
Cc1nnc(C)n1/N=C/c1cccn1C,-1,4,1,10,-2,0,-1,3,0,-1.4
N#Cc1c(N2CCCCC2)nc(N)c2c(N)nc(SCC(=O)O)cc12,-8,31,1,-9,14,29*,19,-1,7,-1.2
Cc1ccc(-c2cc(-c3ccccc3O)nc(N/N=C/c3cccnc3)n2)cc1,-5,5,-2,6,-6,1,-9,-5,5,1.2
CC[C@]1(C(=O)OC)[C@H]2C(=O)N(Cc3ccccc3)C(=O)[C@H]2[C@H]2CN=C(SCC(=O)c3ccccc3)N21,-3,3,-2,1,0,54*,-7,1,2,-1.1
Cc1ccc2nc(NC(=O)COC(=O)c3ccco3)sc2c1,6,7,19,1,3,2,-10,3,-4,-1.6
CCCCCOC(=O)C1[C@H]2C(=O)N(c3ccccc3CC)C[C@]23C=C[C@H]1O3 (stereo partly specified),-6,-1,0,0,-5,1,-5,-1,2,0.7
O=C(/C=C/c1ccccc1)Nc1cccc(C(=O)NCCCc2ccccc2)c1,9,9,1,4,-147,7,-107,-6,5,-1.3
COc1cc2ccccc2cc1C(=O)N1CC(C)OC(C)C1 (stereo unspecified),-2,1,3,7,-9,-2,3,4,-12,0.2
CC(=O)Nc1ccc(NS(=O)(=O)c2ccc(OC(C)C(=O)N3CCOCC3)cc2)cc1 (stereo unspecified),2,1,-1,1,3,-3,0,2,3,-1.1
COc1ccc(CCNC(=O)CNS(=O)(=O)c2ccc(Br)s2)cc1OC,5,-2,8,-8,3,-3,7,-2,-4,1.6
CCn1c(SCC(=O)Nc2cc(S(=O)(=O)N3CCOCC3)ccc2OC)nnc1-c1ccncc1,-1,3,-1,3,-2,-1,6,2,4,-3.4
COc1ccc(NC(=O)C(OC(=O)c2cnc(C)cn2)c2ccccc2)cc1Cl (stereo unspecified),-3,7,0,-6,-4,-1,-12,0,-1,0.6

# Brought forward from above: 5 entries, followed by the next part.
SMILES,MBD2 DNA inh,rCAG binder,UHRF1 binding,Rev-erbA mod,mABHD4 FP,PRMT1 inh,HTRA1 inh,LEDGF integ inh,TCR-CD3 inh,PG9 binder
COc1cc2ccccc2cc1C(=O)N1CC(C)OC(C)C1 (stereo unspecified),-2,1,3,7,-9,-2,3,4,-12,0.2
CC(=O)Nc1ccc(NS(=O)(=O)c2ccc(OC(C)C(=O)N3CCOCC3)cc2)cc1 (stereo unspecified),2,1,-1,1,3,-3,0,2,3,-1.1
COc1ccc(CCNC(=O)CNS(=O)(=O)c2ccc(Br)s2)cc1OC,5,-2,8,-8,3,-3,7,-2,-4,1.6
CCn1c(SCC(=O)Nc2cc(S(=O)(=O)N3CCOCC3)ccc2OC)nnc1-c1ccncc1,-1,3,-1,3,-2,-1,6,2,4,-3.4
COc1ccc(NC(=O)C(OC(=O)c2cnc(C)cn2)c2ccccc2)cc1Cl (stereo unspecified),-3,7,0,-6,-4,-1,-12,0,-1,0.6
O=C(COC(=O)/C=C/c1ccccc1Cl)NC1CCCC1,0,1,1,6,0,1,0,0,-1,-1.6
O=C(NCC(=O)N(c1ccccc1)C(C(=O)NC1CCCC1)c1cccnc1)c1cccs1 (stereo unspecified),6,-5,0,-4,2,2,0,-3,3,0.5
Cc1ccc2occ(/C=N/NC(=O)[C@@H](N)Cc3ccccc3)c(=O)c2c1,-5,3,-3,-2,0,-7,-2,1,0,0.7
O=C(Cn1nnc(-c2ccccc2)n1)NCC(=O)Nc1ccc(F)c(F)c1F,-7,1,-1,-2,-5,-3,-6,-2,5,1.2
Nc1[nH]c(C(=O)c2ccccc2)c(-c2cccc3ccccc23)c1C(=O)NCc1ccccc1,2,6,-3,-4,-8,-2,.,-1,-3,0.0
CN[C@H]1C[C@H]2c3[nH]c4cccc(-c5ccccc5)c4c3CCN2C[C@H]1[C@H](C)O,-1,11,-3,0,6,3,.,4,.,.
O=C(Nc1cccnc1)c1cc2cc(Br)ccc2o1,-3,5,2,3,-15,-6,-19,5,-6,-1.9
CCCCNC(=O)C[C@@H]1C[C@@]2(C(=O)OCC)CCC=C2N(CCC2=CCCCC2)C1=O,3,3,2,0,-6,5,.,-5,-7,1.4
C[C@@H]1CN(S(=O)C(C)(C)C)[C@H](CCO)/C1=C\c1ccccc1 (stereo partly specified),-2,-1,1,1,0,-1,3,0,-8,-2.5
